# Bioassay records (PubChem BioAssay)
# L3MBTL1 block = qHTS Assay for the Inhibitors of L3MBTL1; Potency, µM (series often up to 57.1 µM), for inactives: at the highest dose activity, negative = inhibition, usual class: inhibitors; AlphaScreen L3MBTL1–H3K9me1 peptide binding; 230,000 compounds, 0.66% hits; Lethal(3)malignant brain tumor-like protein 1 (Homo sapiens), Q9Y468; AID 485360, 2010; note: potency is the fitted concentration of half-maximal effect; % is set by controls: 0 for no effect and ±100 for the full control effect; nearly all actives have a fitted effect of over 60% in size
# Target sequence (Q9Y468 whole entry, looked up): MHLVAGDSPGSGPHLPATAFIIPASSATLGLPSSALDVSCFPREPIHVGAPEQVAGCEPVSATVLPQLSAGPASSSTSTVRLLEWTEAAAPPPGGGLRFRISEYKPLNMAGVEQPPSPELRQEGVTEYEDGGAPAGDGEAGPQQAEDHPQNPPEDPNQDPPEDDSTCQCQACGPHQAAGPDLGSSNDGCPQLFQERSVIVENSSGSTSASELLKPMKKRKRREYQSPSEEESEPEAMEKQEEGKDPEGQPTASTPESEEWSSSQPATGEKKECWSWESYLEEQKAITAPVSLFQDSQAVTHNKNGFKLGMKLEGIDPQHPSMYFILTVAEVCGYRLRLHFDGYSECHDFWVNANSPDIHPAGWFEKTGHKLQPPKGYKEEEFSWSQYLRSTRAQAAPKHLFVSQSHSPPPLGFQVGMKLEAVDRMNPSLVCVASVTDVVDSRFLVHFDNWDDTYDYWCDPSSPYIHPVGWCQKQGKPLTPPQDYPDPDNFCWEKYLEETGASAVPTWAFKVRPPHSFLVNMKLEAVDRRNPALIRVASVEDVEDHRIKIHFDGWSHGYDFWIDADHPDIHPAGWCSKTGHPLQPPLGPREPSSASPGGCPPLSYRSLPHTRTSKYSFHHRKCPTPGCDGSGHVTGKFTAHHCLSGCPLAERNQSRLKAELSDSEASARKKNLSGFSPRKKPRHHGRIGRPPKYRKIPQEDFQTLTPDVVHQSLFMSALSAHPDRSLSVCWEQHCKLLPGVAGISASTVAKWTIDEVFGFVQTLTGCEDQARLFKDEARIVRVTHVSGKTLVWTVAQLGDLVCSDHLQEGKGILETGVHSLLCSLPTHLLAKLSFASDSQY
#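 First, the protein-peptide complex forms for 30 min at room temperature (L3MBTL1 50 nM, biotinylated H3K9me1 peptide 75 nM). Next, compounds are pin-transferred and incubated 30 min. Finally, AlphaScreen beads are added and read after 30 min.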
# NPSR antagonist = qHTS Assay for Antagonists of the Neuropeptide S Receptor: cAMP Signal Transduction. AID 1461, 2008. CHO-NPSR cells, cAMP TR-FRET, antagonist mode. Q6W5P4. 220,000 compounds, 1% hits. Potency, µM (highest dose often 38.3 µM), inactives show top-dose activity change, negative = inhibition, usual class: inhibitors; note: potency is the fitted concentration of half-maximal effect; % is set by controls: 0 for no effect and ±100 for the full control effect; nearly all actives have a fitted effect of over 50% in size; many of its hits are not listed in these tables
# CBFb RUNX1 block = qHTS Assay for Compounds Blocking the Interaction Between CBF-beta and RUNX1 for the Treatment of Acute Myeloid Leukemia | 230,000 tested, under 10 active | AID 1477, 2009 | Runt-related transcription factor 1 (Homo sapiens) + Core-binding factor subunit beta … | Potency, µM (titrated, usually from 59.8 µM), for the others: at the highest dose activity, negative = inhibition, hits mostly inhibitors | AlphaScreen CBFb-His/RUNX1-biotin binding, biochemical; note: % of control where 0% means no effect
#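 AlphaScreen binding: CBFb-His and RUNX1-biotin (30 nM each) preincubated 20 min, compound added for 15 min, then nickel and streptavidin beads for 90 min, all at room temperature. Disruption of the interaction by any mechanism counts as activity.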
# IMPase Li cell = qHTS Assay for Identifying the Cell-Membrane Permeable IMPase Inhibitors: Potentiation with Lithium; Potency, µM (titrated, usually from 59.4 µM), inactives show top-dose activity, negative = IMPase inhibition, most hits filed as inhibitors; CHO-M1 cells, IP1 TR-FRET (IP-One), carbachol + lithium; 210,000 compounds, 0.35% hits;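 note: IP1 builds up when IMPase is blocked and the TR-FRET signal falls; potency is the fitted concentration of half-maximal effect; plate controls were basal vehicle for no effect and high inhibitor control for full effect; nearly all actives have a fitted effect of over 50% in size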
#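 Test compounds were applied to CHO-M1 cells previously cultured for 16–30 h at 2000 per well. A small lithium amount accompanied them; after 30 min at 37C, IP1 was quantified by TR-FRET.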
# Epigenetic derep = Quantitative High-Throughput Screen for Regulators of Epigenetic Control | Potency, µM (top dose mostly 53.9 µM), for inactives: top-dose GFP activation, actives largely listed as activators | 280,000 compounds, 0.2% hits | AID 1865, 2009 | murine LDR cells, GFP reporter derepression, 30 h; note: potency is the fitted concentration of half-maximal effect; % of control where 0% means no effect; nearly all actives have a fitted effect of over 60% in size
#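 Derepression of a silenced CMV-GFP reporter in murine LDR cells is scored by enumerating GFP-positive cells with a laser-scanning microplate cytometer after 30 hours of treatment at 37 C.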
# HttQ103 aggreg = qHTS Multiplex Assay to Identify Dual Action Probes in a Cell Model of Huntington: Aggregate Formation (GFP); PC12 HttQ103-GFP aggregates, Acumen cytometry, 40 h; Potency, µM (top dose mostly 46.1 µM), for the others: at the top dose activity change, negative = inhibition, actives largely listed as inhibitors; 220,000 compounds, 1.1% hits; AID 1688, 2009; note: potency is the fitted concentration of half-maximal effect; % is set by controls: 0 for no effect and ±100 for the full control effect; nearly all actives have a fitted effect of over 60% in size
#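 Quantitative HTS on tebufenozide-induced (100 nM) PC12 cells stably expressing polyQ103 Huntingtin exon 1–GFP. Reduction of bright GFP aggregates, detected by laser scanning cytometry after lysis, identified actives across the titration.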
# KinaseGlo FLuc = Counterscreen for Luciferase (Kinase-Glo TM) Inhibition. 200,000 compounds, 0.28% hits. Potency, µM (doses to about 38.3 µM), without a hit: at the top dose activity change, negative = inhibition, usual class: inhibitors. Kinase-Glo luciferase, ATP luminescence, 8 min; note: potency is the fitted concentration of half-maximal effect; % is set by controls: 0 for no effect and ±100 for the full control effect; nearly all actives have a fitted effect of over 60% in size
#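 Compounds were added to a substrate mix at pH 7.2 (50 mM imidazole, 10 uM ATP, within the enzyme's linear range), followed by Kinase-Glo detection reagent; luminescence was measured after 8 minutes at ambient temperature.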
# * hit, by the source's call; ? = inconclusive; nt = no result given; & = joins results of further samples; [ ] = another dose, or the depositor's remark. Calls come from the whole dose curve; as a rule, active = well fitted curve in the direction sought with a large enough effect; inconclusive = small, poorly fitted or top-dose-only effect, or another doubt; inactive = no such curve, though single readings can be large; an effect the other way counts as inactive or inconclusive. This is a subset. The share of hits here may be higher or lower than overall.
SMILES,L3MBTL1 block,NPSR antagonist,CBFb RUNX1 block,IMPase Li cell,Epigenetic derep,HttQ103 aggreg,KinaseGlo FLuc
COc1ccc(C2NCc3ccc4c(c3-n3cccc32)OCO4)cc1O (centres undefined),-10.4%,?,-9.1%,6.6%[38.3 µM],0.0%,-7.1%,0.2%
CCOC(=O)c1cccc([P+](=O)O)c1,16.0%,11.3%,2.3%,-6.4%,0.0%,-8.9%,2.1%
Cc1ccc(C(C)C)c(OCCn2c(=O)oc3ccccc32)c1,11.2%,?,-0.6%,20.4%,0.0%,?,2.8%
CCOC(=O)[C@@]1(C#N)[C@@H]2C=CC(C(N)=O)=CN2[C@@H](C(N)=O)[C@@H]1c1cccc(Cl)c1,-15.6%,-10.2%[46.1 µM],-2.7%,10.8%[38.3 µM],-1.1%,2.0%,4.0%
CCOC(=O)C1CCCCC12C(C#N)=C(N)Oc1n[nH]c(C)c12 (centres undefined),nt,-11.0%[46.1 µM],7.3%,-1.0%[38.3 µM],-0.9%,-11.4%,1.7%
CC(O)(CS(=O)(=O)c1ccccc1)C(=O)Nc1cccc(C(F)(F)F)c1 (centres undefined),4.3%,-11.6%[46.1 µM],-0.8%,-4.8%[38.3 µM],-1.0%,-7.2%,-1.5%
O=C(Nc1ccc(OC(=O)N2CCCCC2)cc1)N1CCOCC1,-1.6%,-2.6%,-1.2%,8.6%,0.1%,-19.1%[9.22 µM],-6.9%
S=C1CN=C(c2ccccc2Cl)c2cc(Cl)ccc2N1,16.4%,-19.7%[46.1 µM],-11.8%,6.9%,-1.0%,6.0%,0.4%
CC[C@@]1(O)C(=O)OCc2c1cc1n(c2=O)Cc2cc3ccccc3nc2-1,nt,-21.3%[46.1 µM],0.9%,-20.7%&-9.0%&-5.6%&-11.4%,1.1%,?,2.9%
O=C(CN1CCCC1=O)N1CCOCC1,0.0%,-1.1%[46.1 µM],-0.4%,16.1%[38.3 µM],0.0%,-4.4%,-2.6%
O=S(=O)(c1ccc(Cl)cc1)N1CCCC1c1cccnc1 (centres undefined),-11.0%,-11.1%[7.67 µM],4.3%,nt,-0.3%,-10.7%[9.22 µM],nt
CN1CC[C@]2(C)c3cc(O)ccc3N(C)[C@@H]12,nt,nt,-0.3%[21.7 µM],11.6%,1.1%[16.9 µM],nt,-3.8%[17.1 µM]
CCOP(=O)(CN(CC)CCNP(=O)(OCC)OCC)OCC,6.4%,-2.1%[46.1 µM],1.3%,-3.3%[38.3 µM],-1.2%,4.5%,1.0%
Cc1n[nH]c(C)c1CCN,3.2%,1.7%[46.1 µM],3.7%,0.2%[38.3 µM],-1.9%,0.4%,-3.4%
O=C(c1ccccc1)C(CN1CCCC1)c1ccccc1 (centres undefined),-0.4%,3.4%,6.5%,18.7%,-1.4%,?,-1.2%
CC(=NCC1CCCO1)c1c(O)n(Cc2ccccc2)c(=O)[nH]c1=O (centres undefined),0.2%,0.5%[46.1 µM],7.9%,13.1%[38.3 µM],1.0%,1.1%,1.5%
COc1cccc(C(=O)N2CCC3(CC2)OCCO3)c1,-2.6%,-4.3%,5.2%,nt,0.0%,-25.2%[9.22 µM],nt
CN(C)c1nc(N(C)C)nc(N(C#N)CCCl)n1,-6.6%,-20.5%,-3.5%,-18.8%,5.2%,6.7%[9.22 µM],-0.1%
CC(C)CCNC(=O)CN1C(=O)CN=C(c2ccccc2)c2ccccc21,nt,8.9%,20.4%,nt,7.8%,24.3%[9.22 µM],nt
O=C(Nc1ccccc1F)Oc1cccc(OC(=O)Nc2ccccc2F)c1,0.0%,?,2.4%,nt,0.1%,-7.6%[9.22 µM],nt
Cc1ccc(-c2nc3ccc(Cl)cc3n2OC(=O)N(C)C)cc1,nt,-10.5%[46.1 µM],-2.6%,34.9%[38.3 µM],-1.6%,-13.3%,-3.8%
CCOc1cc(CNCCc2c[nH]c3ccccc23)cc(Cl)c1OC,?,34.6%,-5.8%,2.0%,3.2%,6.6%[9.22 µM],0.1%
CCCC(=O)C1C(=O)NC(=O)NC1=O,3.7%,8.6%[46.1 µM],3.6%,-6.2%[38.3 µM],-1.2%,15.5%,-6.2%
Fc1ccc(C2NCCc3[nH]cnc32)cc1 (centres undefined),-2.8%,21.4%,3.2%,-3.8%,3.0%,-16.6%,-0.7%
O=C1NC(=O)N(Cc2ccccc2)C(=O)/C1=C\c1ccco1,?,-20.3%,?,10.2%,6.2%,19.7%,3.8%

# A few values from the list.
# Result of `CCCC(=O)C1C(=O)NC(=O)NC1=O` under NPSR antagonist: 8.6%[46.1 µM]
# Result of `CN1CC[C@]2(C)c3cc(O)ccc3N(C)[C@@H]12` under Epigenetic derep: 1.1%[16.9 µM]
# Result of `CN(C)c1nc(N(C)C)nc(N(C#N)CCCl)n1` under HttQ103 aggreg: 6.7%[9.22 µM]
# Result of `CC(C)CCNC(=O)CN1C(=O)CN=C(c2ccccc2)c2ccccc21` under Epigenetic derep: 7.8%
# Result of `CCOC(=O)c1cccc([P+](=O)O)c1` under HttQ103 aggreg: -8.9%
# Result of `COc1cccc(C(=O)N2CCC3(CC2)OCCO3)c1` under HttQ103 aggreg: -25.2%[9.22 µM]

# The main list resumes; the 2 compounds before the break are reprinted first.
SMILES,L3MBTL1 block,NPSR antagonist,CBFb RUNX1 block,IMPase Li cell,Epigenetic derep,HttQ103 aggreg,KinaseGlo FLuc
Fc1ccc(C2NCCc3[nH]cnc32)cc1 (centres undefined),-2.8%,21.4%,3.2%,-3.8%,3.0%,-16.6%,-0.7%
O=C1NC(=O)N(Cc2ccccc2)C(=O)/C1=C\c1ccco1,?,-20.3%,?,10.2%,6.2%,19.7%,3.8%
COc1ccc(-c2oc3cc(OC)ccc3c(=O)c2O)cc1,nt,nt,?,-16.3%,-1.5%,nt,-0.9%
COc1cc(-n2c(=S)[nH]c3ccccc3c2=O)c(Cl)cc1Cl,-2.5%,?,-7.7%,4.3%[38.3 µM],-1.1%,-18.1%,2.3%
CCc1ccc(N2C(=O)NC(=O)/C(=C/c3cccn3CCOc3ccc(C)cc3)C2=O)cc1,-17.1%,-38.3%,-27.5%,10.6%,0.0%,?,0.4%
CCn1c(C)[n+](CC(O)COCC2CC=CCC2)c2ccccc21 (centres undefined),nt,-7.9%[46.1 µM],-2.1%,1.7%[38.3 µM],-4.4%,?,-2.2%
CC(Cc1cccs1)NCc1ccc(Cl)cc1 (centres undefined),2.3%,-3.9%,-12.4%,-1.5%,-0.3%,-2.6%,-3.3%
Cc1nc2ccccc2c(=O)n1-c1ccc(F)cc1F,nt,5.1%,19.9%,nt,1.4%,40.3%[9.22 µM],nt
CCCCC/C=C\C/C=C\C/C=C\C/C=C\CCCCOC(CO)CO,nt,nt,9.0%,23.8%,-1.6%,nt,-5.8%[39.9 µM]
Cn1c(O)c(C=NCCCCCCCCCCC(=O)O)c(=O)n(C)c1=O,5.2%,-28.1%,0.7%,nt,-0.4%,-6.6%[9.22 µM],nt
CCN1CCN(c2ccc(N)cc2)CC1,nt,21.4%,-2.9%,11.8%,-3.3%,-1.2%,-2.8%
CCOC(=O)C1(CCOc2ccccc2)CCN(C2Cc3ccccc3C2)CC1,-8.3%,-33.3%,3.4%,22.6%,-0.7%,11.8%[9.22 µM],4.2%
CC(N)Cc1c[nH]c2ccc(O)cc12 (centres undefined),nt,?,-15.2%&-13.4%,1.5%&7.7%,-0.2%&2.1%,nt,-2.1%
COc1ccc(CC2NC[C@H](O)[C@H]2OC(C)=O)cc1 (some centres undefined),nt,nt,0.8%,2.2%,?,nt,0.7%
O=C(COc1ccc(S(=O)(=O)N2CCOCC2)cc1)N1CCN(Cc2ccc3c(c2)OCO3)CC1,nt,-11.8%[46.1 µM],-1.4%,24.5%[38.3 µM],1.0%,?,-4.2%
C=C(C)[C@H]1O[C@H]2CC[C@@]3(C)[C@@](O)(CC[C@H]4[C@@H]5OC(C)(C)[C@H]6C[C@@H]7C(=C)Cc8c(Cl)cc9[nH]c(c5c9c8[C@@]76O)[C@@]43C)[C@]23O[C@@H]3[C@H]1O,nt,nt,?,2.9%,?,nt,nt
O=c1[nH]c(O)c(/C=C2\C=NN=C2c2ccccc2)c(=O)[nH]1,nt,-13.8%[46.1 µM],1.4%,16.0%[38.3 µM],0.8%,17.0%[9.22 µM],0.1%
C(=C\c1ccccc1)/CN1CCN(Cc2ccc3c(c2)OCCO3)CC1,-23.6%[11.4 µM],-2.7%[46.1 µM],1.6%,37.8%[activator][38.3 µM],-2.1%,13.4%,1.5%
Cc1cccn2c(=O)c3c(nc12)N1CCCCC1C1(C3)C(=O)N(C)C(=O)N(C)C1=O (centres undefined),-3.7%,0.8%,10.3%,nt,-1.3%,-10.0%[9.22 µM],nt
C=CCC(O)(C(=O)OC)c1ccccc1 (centres undefined),nt,nt,-4.5%,13.1%,-0.1%,nt,1.4%
CSc1ccc(C(c2c(O)c3ccccc3oc2=O)c2c(C)n(C)n(-c3ccccc3)c2=O)cc1 (centres undefined),nt,-35.3%,-5.0%,7.7%,-1.1%&3.7%,-0.4%,1.2%
Cc1ccc(-c2nn(Cc3ccccc3)cc2C(=O)O)cc1,nt,1.3%,8.5%,nt,-2.6%,12.4%[9.22 µM],nt
CCn1ccnc1CN1CCCC(C(=O)c2cc(C)c(OC)c(C)c2)C1 (centres undefined),-21.6%,14.4%,4.3%,25.4%,0.0%,-1.4%[9.22 µM],-1.1%
COc1ccc(/C=C2/C(=O)NC(=O)N(c3ccc(C)c(C)c3)C2=O)cc1CN1C(=O)c2ccccc2C1=O,2.3%,-16.9%,-1.4%,26.0%,2.1%,-2.7%,3.4%
COc1ccc2c(c1O)-c1c(OC)c(OC)cc3c1[C@H](C2)N(C)CC3,-11.2%,nt,?,1.8%&-3.1%,-2.2%,nt,-5.3%

# Fetched by compound from above, two records:
SMILES,L3MBTL1 block,NPSR antagonist,CBFb RUNX1 block,IMPase Li cell,Epigenetic derep,HttQ103 aggreg,KinaseGlo FLuc
O=C(COc1ccc(S(=O)(=O)N2CCOCC2)cc1)N1CCN(Cc2ccc3c(c2)OCO3)CC1,nt,-11.8%[46.1 µM],-1.4%,24.5%[38.3 µM],1.0%,?,-4.2%
O=C(CN1CCCC1=O)N1CCOCC1,0.0%,-1.1%[46.1 µM],-0.4%,16.1%[38.3 µM],0.0%,-4.4%,-2.6%
